Compound activity deposited in PubChem by several laboratories.
Scp1 inh – inhibitors of human Scp-1 phosphatase. Recombinant Scp1, phosphopeptide, malachite green phosphate absorbance. inhibition, % at 20 µM. hit rate 0.88% among 340,000. AID 493091;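 active = inhibition above about 50% at 20 µM, limit read from the data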;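 note: plate controls were DMSO wells with enzyme for no effect and wells lacking enzyme for full effect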
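Times: enzyme reaction 45 min at room temperature, colour 5 min, stabilisation 30 min. Material: SCP-1 catalytic fragment, aa 76-261. Medium: Acidic Tris acetate buffer with magnesium and detergent. Signal: colorimetric free-phosphate detection, absorbance 630 nm. Read-out basis: % inhibition of SCP-1 phosphate liberation. Reagent: Phosphorylated 17-residue peptide substrate.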
NadD inh – blocks S. aureus nicotinate mononucleotide adenylyltransferase | purified NadD enzyme, colorimetric absorbance read-out | AID 602399 | inhibition, % at 20 µM | hit rate 0.78% among 360,000; in the data active = inhibition above about 26%; note: some compounds past the cut are filed as inactive
Neddylation inh – cullin neddylation inhibition | P61081+Q13564 | calls only at 25 µM | hit rate 0.58% among 360,000 | TR-FRET cullin neddylation, biochemical | AID 651699; in the data active = inhibition above about 36%
DNMT1 block – blocks human DNA methyltransferase DNMT1; inhibition (reported as % activation of signal), % at 10 µM; P26358; DNMT1 molecular beacon, Hinp1I cleavage, fluorescence; hit rate 0.83% among 360,000; in the data active = inhibition above about 50%
Rin1-Abl PPI inh – blocks binding of human Rin1 to Abl | hit rate 0.4% among 360,000 | AID 588664 | TR-FRET Rin1/Abl binding, biochemical | P00519+Q13671 | inhibition, % at 7.35 µM; in the data active = inhibition above about 5%, passing the limit was not always enough
Target sequence (P00519 whole entry, looked up): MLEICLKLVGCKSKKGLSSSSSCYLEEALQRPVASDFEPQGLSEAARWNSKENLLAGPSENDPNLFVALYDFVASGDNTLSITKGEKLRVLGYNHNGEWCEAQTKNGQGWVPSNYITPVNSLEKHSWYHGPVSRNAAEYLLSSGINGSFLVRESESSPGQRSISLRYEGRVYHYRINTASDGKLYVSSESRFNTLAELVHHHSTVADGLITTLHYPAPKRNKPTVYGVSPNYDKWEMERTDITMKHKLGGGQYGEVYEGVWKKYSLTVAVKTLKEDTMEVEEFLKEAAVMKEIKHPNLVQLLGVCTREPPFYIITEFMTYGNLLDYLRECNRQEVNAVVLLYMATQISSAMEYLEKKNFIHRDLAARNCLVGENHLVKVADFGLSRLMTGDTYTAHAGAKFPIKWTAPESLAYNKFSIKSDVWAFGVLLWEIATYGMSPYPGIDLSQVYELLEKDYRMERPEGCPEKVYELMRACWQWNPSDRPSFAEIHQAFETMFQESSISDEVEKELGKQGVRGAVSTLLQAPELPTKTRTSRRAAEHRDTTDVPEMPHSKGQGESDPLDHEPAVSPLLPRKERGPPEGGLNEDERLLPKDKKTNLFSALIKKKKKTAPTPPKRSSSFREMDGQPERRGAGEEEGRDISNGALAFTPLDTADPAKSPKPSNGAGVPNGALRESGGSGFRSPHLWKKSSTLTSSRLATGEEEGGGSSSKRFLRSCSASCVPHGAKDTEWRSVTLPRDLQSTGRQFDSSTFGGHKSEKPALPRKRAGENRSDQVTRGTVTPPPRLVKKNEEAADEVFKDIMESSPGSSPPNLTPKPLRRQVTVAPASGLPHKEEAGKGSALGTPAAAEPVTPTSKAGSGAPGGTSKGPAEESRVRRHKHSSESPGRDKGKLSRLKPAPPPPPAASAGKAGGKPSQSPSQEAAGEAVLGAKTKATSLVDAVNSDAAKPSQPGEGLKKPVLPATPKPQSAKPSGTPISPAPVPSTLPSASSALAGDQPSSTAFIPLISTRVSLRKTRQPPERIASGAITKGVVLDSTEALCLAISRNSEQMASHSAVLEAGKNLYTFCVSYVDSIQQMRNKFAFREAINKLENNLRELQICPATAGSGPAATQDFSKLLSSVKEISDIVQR
Target sequence (Q13671 whole entry, looked up): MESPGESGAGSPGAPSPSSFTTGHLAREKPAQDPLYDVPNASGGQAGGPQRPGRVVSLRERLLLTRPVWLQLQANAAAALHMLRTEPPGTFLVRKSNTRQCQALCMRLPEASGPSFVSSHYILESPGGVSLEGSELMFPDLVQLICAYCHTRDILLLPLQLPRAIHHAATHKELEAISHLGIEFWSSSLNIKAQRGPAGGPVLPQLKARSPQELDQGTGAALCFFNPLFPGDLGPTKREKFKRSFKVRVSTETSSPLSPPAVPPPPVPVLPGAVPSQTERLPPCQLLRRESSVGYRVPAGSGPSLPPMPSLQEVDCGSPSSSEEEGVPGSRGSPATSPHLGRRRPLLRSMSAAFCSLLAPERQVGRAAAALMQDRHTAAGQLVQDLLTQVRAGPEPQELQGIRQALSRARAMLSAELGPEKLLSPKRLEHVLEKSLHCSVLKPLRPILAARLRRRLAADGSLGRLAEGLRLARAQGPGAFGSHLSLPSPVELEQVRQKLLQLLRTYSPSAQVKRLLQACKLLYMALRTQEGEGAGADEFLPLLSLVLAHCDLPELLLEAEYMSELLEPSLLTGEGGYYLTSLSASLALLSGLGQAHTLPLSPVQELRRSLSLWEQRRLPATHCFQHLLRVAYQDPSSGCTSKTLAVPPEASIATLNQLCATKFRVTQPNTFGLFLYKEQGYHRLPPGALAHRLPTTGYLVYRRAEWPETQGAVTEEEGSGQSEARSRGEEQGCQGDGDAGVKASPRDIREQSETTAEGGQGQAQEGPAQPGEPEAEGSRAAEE
SUMO1 PPI mod – alters human SUMO1 binding to SIM partners; P63165; SUMO1 binding to a labelled peptide, TR-FRET, 1 h; inhibition, % at 20 µM; hit rate 0.33% among 360,000; in the data active = inhibition above about 37%
CSN inh – blocks human CSN-mediated cullin deneddylation; Purified CSN, SCF-Nedd8-OG deneddylation, fluorescence polarization; inhibition, % at 12.5 µM; hit rate 0.38% among 360,000;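 active = pattern-corrected inhibition above about 35%, with an unprinted fluorescence ratio check between 0.5 and 1.5, limit read from the data, passing the limit was not always enough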;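 note: 0% = enzyme with substrate and 100% = substrate without enzyme; some results filed as inactive read as strong as hits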
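Assay system: purified human Csn5 enzyme expressed in HEK293T cells; Input: 0.24 nM Csn5 enzyme, final concentration; Reagent: 10 nM SCFSkp2-Nedd8OG; Compound dosing: 12.5 µM single point; Times: reaction 90 min, room temperature; Technique: fluorescence polarization readout.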
LMPTP block – blocks human LMPTP phosphatase; P24666; recombinant LMPTP-A, OMFP fluorogenic substrate, fluorescence intensity; inhibition, % at 20 µM; hit rate 0.22% among 360,000; AID 651560;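 active = compounds that cut the enzyme signal by at least half of the control window in the single-dose screen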;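 note: plate controls were DMSO wells with enzyme plus substrate for no effect and substrate without enzyme for full effect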
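material = LMPTP-A | quantity = 0.625 nM enzyme | reagent = OMFP substrate, 400 µM final | buffer or medium = Bis-Tris pH 6.0, DTT, detergent | detection = endpoint fluorescence intensity from OMFP dephosphorylation | dosing = single 20 µM dose | read-out basis = % inhibition relative to no-enzyme and uninhibited control wells | control set = no-enzyme and uninhibited controls | timing = 50 min at room temperature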
Rpn11 block – Rpn11 (human) deubiquitinase inhibition; O00487; human 26S proteasome, Ub4-pepOG fluorescence polarization; 20S core pre-blocked with epoxomicin; calls only at 20 µM; hit rate 0.59% among 360,000; AID 588493;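 active = inhibition at 20 µM, scaled to each plate's controls, above about 33%, limit read from the data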
STEP block – inhibitors of human striatal-enriched phosphatase STEP; AID 588621; inhibition, % at 20 µM; hit rate 0.25% among 360,000; recombinant STEP, OMFP fluorogenic substrate, fluorescence;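 active = inhibition at 20 µM, scaled per plate between control wells, above about 37%, limit read from the data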;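 note: 0% = DMSO with enzyme and substrate and 100% = substrate only without enzyme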
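Test system: STEP tyrosine phosphatase / Reagent: OMFP at 25 µM / Doses: 20 µM, 1% DMSO / Read-out: percent inhibition scaled to no-enzyme and uninhibited-enzyme controls, plate-pattern corrected / Detection: FITC-channel fluorescence of OMFP product / Medium: Bis-Tris buffer pH 6.0, 2.5 mM DTT, 0.005% Tween 20 / Schedule: 20 min at room temperature, dark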
* marks the source's active call; other numbers are inactive results; i = inactive; . = not tested or not shown; + = active, no number. Compounds were not picked by outcome, and some 3.8% of all compounds hit somewhere here.

entry	LMPTP block	CSN inh	Neddylation inh	DNMT1 block	Scp1 inh	NadD inh	Rin1-Abl PPI inh	Rpn11 block	STEP block	SUMO1 PPI mod	canonical_smiles
1	-0.4	0	i	1	-3	-5	-3	i	-6	-3	O=C(Cc1cn2ccsc2n1)Nc1cccc2cnccc12
2	0.6	-7	i	3	-2	15	-2	i	4	-3	O=C(Nc1cccc2ccccc12)/C(=C/c1cccc([N+](=O)[O-])c1)NC(=O)c1cccs1
3	-0.7	0	i	.	.	.	.	.	.	7	COC(=O)[C@]12CCCCC=C1N(CCc1ccc(OC)c(OC)c1)C(=O)[C@H](CC(=O)N1CCCC1)C2
4	-1.1	-2	i	-2	-8	-7	6	i	0	9	CN(C)S(=O)(=O)c1cccc(NC(=O)c2ccc(S(=O)(=O)N3CCCC3)cc2)c1
5	8.4	14	i	17	52*	17	-3	i	4	-1	CC(=O)c1ccc(NC(=O)CCc2nc3sc4c(c3c(=O)[nH]2)CCCC4)cc1
6	0.7	-4	i	1	0	-1	3	i	-6	-2	COc1ccc(NC(=O)CN2CCC(C(N)=O)CC2)cc1
7	1.9	0	i	3	7	3	-1	i	2	-1	O=C(COC(=O)c1cccnc1)c1ccc(Cl)c(Cl)c1
8	-0.7	5	i	6	2	1	1	i	-1	-2	c1ccc(-n2nnnc2NC2CCCCC2)cc1
9	-0.2	-3	i	-3	0	4	0	i	-1	1	C=CCC1CCCCC12NC(=O)N(c1ccccc1)N2 (configuration not stated)
10	-0.2	1	i	5	0	-3	1	i	0	-4	O=C(CSc1nc(-c2ccc(F)cc2)cc(C(F)(F)F)n1)NCc1ccco1
11	-0.9	2	i	-1	-2	0	0	i	2	1	CCCC(NC(=O)c1ccc(Br)o1)c1nc2ccccc2[nH]1 (configuration not stated)
12	-0.6	1	i	-2	-2	4	0	i	-1	2	CC(=O)Nc1ccc(S(=O)(=O)N(Cc2cc3ccc(C)cc3[nH]c2=O)CC2CCCO2)cc1 (configuration not stated)
13	2.8	1	i	6	.	8	-2	i	5	2	C[C@@H]1c2ccccc2N2C[C@H](Cc3ccc(C(=O)c4ccccc4)cc3)C[C@@H]12
14	-2.3	-12	i	4	-1	9	-2	i	-4	-1	CN1CCN(C(=O)C23CC4CC(C2)CC(c2ccccc2)(C4)C3)CC1
15	-1.4	1	.	6	-3	-1	2	i	1	4	CCOC(=O)c1c(NC(=O)c2ccco2)sc2c1CCCC2
16	2.6	1	i	0	3	7	-2	i	5	2	CCN(c1ccccc1)S(=O)(=O)c1ccc(Oc2ccc(-n3ccnc3)cc2)nc1
17	-1.2	2	i	5	6	-4	0	i	5	5	COc1ccc(N(C)S(=O)(=O)c2ccc3c(c2)CCC(=O)N3)cc1
18	-2.2	-3	i	1	1	7	4	i	2	-3	CC1=C(C(=O)Nc2ccccc2)C(c2ccc(C)o2)n2ncnc2N1 (configuration not stated)
19	-3.2	5	i	2	7	-2	-1	i	-2	5	CSCCC(NC(=O)CCC(=O)OCC(=O)[C@@]1(O)CCC2[C@@H]3CCC4=CC(=O)C=C[C@]4(C)C3[C@@H](O)C[C@@]21C)C(=O)O (some centres not stated)
20	-1.0	-4	i	-3	-9	-6	2	i	1	7	O=C(CSC1=NS(=O)(=O)c2cc(Cl)ccc2N1)Nc1cccc(F)c1
21	-1.3	0	i	-1	.	4	3	i	2	-1	CC1(C(=O)NS(=O)(=O)c2ccccc2Cl)CCN1C(=O)c1ccco1 (configuration not stated)
22	-0.6	-6	i	2	-7	8	-5	i	-2	-2	COc1ccccc1CNc1nc2nc(C)cc(=O)n2[nH]1
23	-1.0	0	i	1	-8	-6	2	i	0	-1	CCC(=O)N1c2ccc(S(=O)(=O)NCCc3ccccc3)cc2CC1C (configuration not stated)
24	-0.2	1	.	3	7	2	3	i	4	2	Cc1ccc(NC(=O)c2oc3ccc(S(=O)(=O)N4CCOCC4)cc3c2C)c(C)c1
25	0.2	-5	i	-3	-13	-9	-3	i	2	2	Cc1ccc(NC(=O)Nc2ccccc2C(=O)NCc2ccccc2)cc1
26	-0.2	-2	i	5	-5	-3	-1	i	4	5	O=C(Nc1cccc(F)c1)c1ccc2c(c1)OCO2
27	0.4	-2	i	-4	-3	-3	-2	i	0	5	CC(=O)c1cccc(S(=O)(=O)N2CCC(c3nc4ccccc4[nH]3)CC2)c1
28	-0.4	4	i	1	-11	4	0	i	-1	1	c1ccc(-c2nnc(CSc3nc4ccccc4[nH]3)o2)cc1
29	-1.6	2	i	1	-10	-6	1	i	-1	-11	CCOc1cc(/C=N\n2nnnc2N)ccc1O
30	-2.8	-2	i	1	-5	-5	-1	i	-2	-12	CCN1CCN(CCCNC(=O)c2ccc(NC(=O)C3=CSCCO3)cc2)CC1
31	-5.0	1	i	-2	-4	-1	-3	i	-1	-1	CCN1CCC2(CCN(Cc3cn[nH]c3-c3ccc(OC)c(F)c3)C2)C1 (configuration not stated)
32	-2.2	0	+	2	-2	2	0	i	-2	-9	CCOc1ccc2[nH]c(=O)c(C(c3nnnn3CCOC)N3CCOCC3)cc2c1 (configuration not stated)
33	-0.3	2	i	0	7	5	1	i	-2	7	CSCC[C@H](N)C(=O)NCC1CCC(C(=O)Nc2ccc3c(c2)OCO3)CC1 (some centres not stated)
34	-0.8	-1	i	1	-2	-6	-3	i	0	-2	COc1ccc(NC2CCCN(C(=O)Cn3ccc(C)n3)C2)cc1OC (configuration not stated)
35	-1.3	3	i	4	.	7	1	i	-2	3	Cc1ccnc(NC(=O)CCNC(=O)c2ccc(Br)cc2)c1
36	5.9	2	i	-5	-8	11	-3	i	2	0	COc1cc2oc3ccccc3c2cc1N(CC(=O)N1CCCCC1)S(=O)(=O)c1ccc(C)cc1
37	0.8	-3	i	-6	-16	-3	0	i	-3	3	CSCCC1NC(=O)N(CC(=O)Nc2cccc(S(=O)(=O)N3CCCCCC3)c2)C1=O (configuration not stated)
38	0.4	2	i	0	-1	-1	-2	i	-2	3	COc1ccccc1Oc1ncnc2sccc12
39	-2.0	-5	i	-3	-8	0	1	i	-3	0	COc1ccc(OCCCC(=O)Nc2cccc(C(C)=O)c2)cc1
40	-0.5	-2	i	1	-10	1	-2	i	0	33	O=C(CSc1nnc(-c2ccccc2O)o1)NC1CCCCC1
41	2.6	3	i	-1	-6	-6	0	i	1	-3	COc1ccc(CNC(=O)Nc2ccc([N+](=O)[O-])cc2)cc1
42	0.2	2	i	-4	-5	-1	1	i	0	-3	CC(=O)COC(=O)CNC(=O)c1ccc(Br)cc1
43	-1.1	0	.	1	-5	3	-4	i	-1	1	Cc1ccn2c(NC3CCCCC3)c(C(C)C)nc2c1
44	11	-4	i	-3	7	3	1	i	-1	-3	COC(=O)c1ccc(C(=O)OCc2nc3cc4ccccc4cc3[nH]2)cc1
45	-1.0	3	i	4	-1	0	3	i	1	-6	O=C(CNC(=O)c1ccccc1F)OCc1nc2ccc(Cl)cc2n1CCO
46	-0.9	1	i	2	-4	-4	3	i	0	-3	COc1ccccc1C(=O)COC(=O)/C(=C/c1ccccc1)NC(C)=O
47	0.6	-6	i	-3	10	5	1	i	-1	-1	Cc1c(C(c2cc(O)ccc2O)c2c(C)n(C)n(-c3ccccc3)c2=O)c(=O)n(-c2ccccc2)n1C
48	1.8	5	i	-10	6	-1	4	i	0	12	COc1ccc2[nH]cc(CCn3ccc(O)c(C/C=C/c4ccccc4)c3=O)c2c1
49	0.5	-1	i	1	-2	2	0	i	6	-2	CN1C(=O)C2CN(CCc3ccccc3)CNC2N(C)C1=O (configuration not stated)
50	4.3	-3	i	-3	-9	-10	3	i	-1	-2	CC(C)Oc1ccc(S(=O)(=O)N2CCOCC2)cc1NC(=O)Cc1cccs1
51	-0.7	8	i	15	24	-1	3	i	0	0	CCOC(=O)COc1ccc(S(=O)(=O)NCc2ccco2)cc1
52	0.6	2	i	2	0	-2	1	i	0	1	Cc1noc(C)c1CN(C(=S)NC1CC2CCC1C2)c1ccccc1 (configuration not stated)
53	-0.8	-2	i	1	-4	6	-2	i	-1	1	COc1ccc(N2CS(=O)CC2=O)cc1 (configuration not stated)
54	-0.4	-4	i	0	3	-4	-1	i	-2	1	O=C(Nc1ccccc1)Nc1ccc2ocnc2c1
55	3.0	-5	i	-11	-14	-2	0	i	-2	-1	COc1ccc(C2(c3ccc(OC)cc3)NC(=O)N(CC(=O)NCC(C)c3ccccc3)C2=O)cc1 (configuration not stated)
56	-1.9	2	i	1	-2	9	0	i	3	19	Cc1ccc(C)c(NC(=S)N(CCc2nc3cc(C)c(C)cc3[nH]2)Cc2cccnc2)c1
57	-1.3	-1	i	1	-11	-10	-4	i	-2	4	CCc1ccc2nc(N3CCN(C(=O)C(C)(C)C)CC3)sc2c1

Molecules above containing a halogen:
entry	LMPTP block	CSN inh	Neddylation inh	DNMT1 block	Scp1 inh	NadD inh	Rin1-Abl PPI inh	Rpn11 block	STEP block	SUMO1 PPI mod	canonical_smiles
7	1.9	0	i	3	7	3	-1	i	2	-1	O=C(COC(=O)c1cccnc1)c1ccc(Cl)c(Cl)c1
10	-0.2	1	i	5	0	-3	1	i	0	-4	O=C(CSc1nc(-c2ccc(F)cc2)cc(C(F)(F)F)n1)NCc1ccco1
11	-0.9	2	i	-1	-2	0	0	i	2	1	CCCC(NC(=O)c1ccc(Br)o1)c1nc2ccccc2[nH]1 (configuration not stated)
20	-1.0	-4	i	-3	-9	-6	2	i	1	7	O=C(CSC1=NS(=O)(=O)c2cc(Cl)ccc2N1)Nc1cccc(F)c1
21	-1.3	0	i	-1	.	4	3	i	2	-1	CC1(C(=O)NS(=O)(=O)c2ccccc2Cl)CCN1C(=O)c1ccco1 (configuration not stated)
26	-0.2	-2	i	5	-5	-3	-1	i	4	5	O=C(Nc1cccc(F)c1)c1ccc2c(c1)OCO2
31	-5.0	1	i	-2	-4	-1	-3	i	-1	-1	CCN1CCC2(CCN(Cc3cn[nH]c3-c3ccc(OC)c(F)c3)C2)C1 (configuration not stated)
35	-1.3	3	i	4	.	7	1	i	-2	3	Cc1ccnc(NC(=O)CCNC(=O)c2ccc(Br)cc2)c1
42	0.2	2	i	-4	-5	-1	1	i	0	-3	CC(=O)COC(=O)CNC(=O)c1ccc(Br)cc1
45	-1.0	3	i	4	-1	0	3	i	1	-6	O=C(CNC(=O)c1ccccc1F)OCc1nc2ccc(Cl)cc2n1CCO

Marked active in Neddylation inh, of those listed so far:
entry	LMPTP block	CSN inh	Neddylation inh	DNMT1 block	Scp1 inh	NadD inh	Rin1-Abl PPI inh	Rpn11 block	STEP block	SUMO1 PPI mod	canonical_smiles
32	-2.2	0	+	2	-2	2	0	i	-2	-9	CCOc1ccc2[nH]c(=O)c(C(c3nnnn3CCOC)N3CCOCC3)cc2c1 (configuration not stated)
